# p53 PUMA act: restores mutant p53 pathway signaling in SW480 cells; 28,000 compounds, 1.5% hits; SW480 PUMA-promoter luciferase, p53 mutant reactivation; AID 624151; activation, % at 9.98 µM; in the data active means activation above about 52%
# STK33 kin inh: human STK33 kinase inhibition. ADP-Glo luminescence, MBP substrate. inhibition, % at 12.5 µM. 27,000 compounds, 0.44% hits. AID 2322; in the data active means inhibition above about 20%
# Target sequence (Q9BYT3 whole entry, looked up): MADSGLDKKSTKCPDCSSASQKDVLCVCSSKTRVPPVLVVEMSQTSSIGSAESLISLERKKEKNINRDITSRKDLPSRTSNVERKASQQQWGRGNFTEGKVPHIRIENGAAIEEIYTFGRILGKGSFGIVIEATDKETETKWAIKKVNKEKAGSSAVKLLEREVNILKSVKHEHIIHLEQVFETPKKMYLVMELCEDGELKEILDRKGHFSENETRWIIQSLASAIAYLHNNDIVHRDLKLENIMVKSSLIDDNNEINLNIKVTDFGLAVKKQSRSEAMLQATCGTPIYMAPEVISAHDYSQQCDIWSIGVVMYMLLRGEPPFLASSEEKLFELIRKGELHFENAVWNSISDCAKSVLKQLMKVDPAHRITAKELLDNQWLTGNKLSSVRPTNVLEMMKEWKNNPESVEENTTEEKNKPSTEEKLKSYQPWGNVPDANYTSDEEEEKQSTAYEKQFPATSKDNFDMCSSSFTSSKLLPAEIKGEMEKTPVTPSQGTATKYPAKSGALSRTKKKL
# Active calls of the source: *; . = not tested or not shown. The list is partial; count on the stated rates, not on these rows.
SMILES,p53 PUMA act,STK33 kin inh
C[C@@H]1CN([C@H](C)CO)C(=O)c2cc(-c3cccnc3)cnc2O[C@@H]1CN(C)Cc1ccc(Oc2ccccc2)cc1,-11,.
O=C(NCc1cccnc1)C1CCCN(S(=O)(=O)c2ccccc2)C1 (stereo not drawn),-8,0
CC(C)NC(=O)N(C)C[C@H]1Oc2ccc(NS(=O)(=O)c3cccs3)cc2C(=O)N([C@@H](C)CO)C[C@@H]1C,.,-2
Cc1ccc(S(=O)(=O)NCC(=O)Nc2ccc(C(N)=O)cc2)cc1,1,0
COc1c(S(=O)(=O)NCC2CCCO2)ccc(Cl)c1Cl (stereo not drawn),3,3
Cc1ccc(S(=O)(=O)Nc2ccc3c(c2)CC(=O)N([C@H](C)CO)C[C@@H](C)[C@@H](CN(C)S(=O)(=O)c2ccccc2)O3)cc1,.,2
Nc1ccc(-c2nnc(SCC(=O)Nc3cccc(C(F)(F)F)c3)n2-c2ccccc2)cc1,0,5
O=C(NCC(c1cccnc1)N1CCOCC1)C1CCCCC1 (stereo not drawn),-14,.
COc1ccc(NC(=O)COc2c(Cl)c(C)c(Cl)c(C)c2Cl)cc1[N+](=O)[O-],-1,2
Cc1ccc(S(=O)(=O)Nc2ccc3c(c2)CC(=O)N([C@H](C)CO)C[C@@H](C)[C@@H](CN(C)Cc2ccc(C(=O)O)cc2)O3)cc1,.,1
CC(=O)NCCc1c(C(=O)O)[nH]c2ccc(C(C)=O)cc12,-19,6
COc1ccc(S(=O)(=O)N(C)C[C@H]2Oc3ccc(NC(=O)Nc4c(C)noc4C)cc3C(=O)N([C@@H](C)CO)C[C@H]2C)cc1,-4,0
O=C(O)CCSc1n[nH]c2nc3ccccc3n12,5,8
C[C@@H]1CCCCO[C@@H](CN(C)C)[C@@H](C)CN([C@H](C)CO)C(=O)c2cc(NC(=O)Nc3cccc4ccccc34)ccc2O1,0,-1
COc1ccc(-c2noc(CSc3nnc(-c4ccco4)n3-c3ccccc3)n2)cc1OC,-14,1
C[C@@H]1CN([C@@H](C)CO)C(=O)Cc2cc(NS(=O)(=O)c3cn(C)cn3)ccc2O[C@@H]1CN(C)S(=O)(=O)c1cn(C)cn1,-3,-1
C[C@H](CO)N1C[C@H](C)[C@H](CN(C)C)Oc2ncc(Br)cc2C1=O,.,5
O=C(C[C@H]1C[C@@H]2c3cc(NC(=O)C4CCOCC4)ccc3O[C@@H]2[C@@H](CO)O1)NCc1cc(F)ccc1F,12,.
Cc1cc(C(=O)Nc2cccc3c2O[C@H](CN(C)S(=O)(=O)c2cn(C)cn2)[C@@H](C)CN([C@H](C)CO)C3=O)n(C)n1,6,0
C[C@@H]1CN([C@H](C)CO)C(=O)Cc2cc(NC(=O)NC3CCCCC3)ccc2O[C@H]1CN(C)S(=O)(=O)c1cccs1,10,-1
C[C@H](NC(=O)C[C@H]1C[C@H]2c3cc(NC(=O)C4CCOCC4)ccc3O[C@H]2[C@@H](CO)O1)c1ccccc1,-5,.
CCCN(C)C[C@@H]1Oc2ncc(-c3ccc(F)cc3)cc2C(=O)N([C@H](C)CO)C[C@@H]1C,-5,-3
C[C@H](CO)N1C[C@H](C)[C@H](CN(C)C(=O)Nc2ccc3c(c2)OCO3)Oc2ccc(NC(=O)NC3CCCCC3)cc2CC1=O,6,0
COc1ccc(C#Cc2ccc3c(c2)O[C@@H](CN(C)C(=O)NC2CCCCC2)[C@H](C)CN([C@@H](C)CO)S3(=O)=O)cc1,-26,.
C[C@H](CO)N1C[C@H](C)[C@@H](CN(C)C(=O)Cc2ccccn2)Oc2ncc(-c3cccc(C(=O)N(C)C)c3)cc2C1=O,20,.

# Carrying on:
SMILES,p53 PUMA act,STK33 kin inh
C=CCSc1nccc(-c2sc3ccc(Cl)cc3c2C)n1,22,.
O=C(c1ccccc1Cl)n1nc(-c2ccccc2)nc1NCc1ccco1,26,5
CNC[C@@H]1Oc2ccc(NC(=O)CCC(F)(F)F)cc2CC(=O)N([C@@H](C)CO)C[C@H]1C,2,.
C[C@H](CO)N1C[C@H](C)[C@@H](CN(C)S(=O)(=O)c2ccccc2F)OCc2cnnn2CCCC1=O,.,-5
Cc1noc(C)c1S(=O)(=O)Nc1ccc2c(c1)C(=O)N([C@H](C)CO)C[C@H](C)[C@@H](CN(C)C(=O)NC(C)C)OCCCC[C@H](C)O2,-5,.
CCOc1ccc(NC(=O)CSc2nnc(-c3ccc(Cl)cc3)n2C)cc1,3,1
CNC[C@@H]1OCCCC[C@H](C)Oc2ccc(NC(=O)c3ccncc3)cc2C(=O)N([C@@H](C)CO)C[C@@H]1C,-5,.
C[C@H](CO)N1C[C@H](C)[C@H](CN(C)Cc2ccccc2)Oc2ccc(NC(=O)NC3CCCCC3)cc2CC1=O,0,.
C[C@H]1CN([C@@H](C)CO)C(=O)Cc2cc(NC(=O)Nc3ccc(F)cc3)ccc2O[C@@H]1CN(C)Cc1ccc2c(c1)OCO2,-3,0
Cc1cccc(NC(=O)CSc2nnc(-c3ccc(Cl)cc3)n2-c2cccc(C)c2)c1,-81,8
COc1ccc(Cl)cc1Nc1nc(N)nc(-c2cc3ccccc3o2)n1,1,-1
C[C@H](CO)N1C[C@H](C)[C@@H](CN(C)Cc2cccnc2)OCc2cnnn2CCCC1=O,.,1
C[C@H]1CN([C@@H](C)CO)C(=O)CCCn2nncc2CO[C@H]1CN(C)C(=O)Nc1ccc(C(C)(C)C)cc1,16,-1
CCN(CC)C(=O)CSc1nc2sc(C)c(C)c2c(=O)[nH]1,3,-3
CCCC#Cc1cnc2c(c1)C(=O)N([C@@H](C)CO)C[C@@H](C)[C@H](CN(C)C(=O)CCN1CCCCC1)O2,-4,.
CCc1ccccc1NC(=O)CN(C)S(=O)(=O)c1ccc2ccccc2c1,-13,-5
C[C@H]1CN([C@@H](C)CO)C(=O)c2cc(NC(=O)NC3CCCCC3)ccc2O[C@@H]1CN(C)S(C)(=O)=O,.,-4
Cc1ccc(S(=O)(=O)Nc2ccc3c(c2)C(=O)N([C@H](C)CO)C[C@H](C)[C@H](CN(C)Cc2ccc(C(=O)O)cc2)O3)cc1,0,-1
Cc1ccc(S(=O)(=O)N2C(=O)CCC2C(=O)Nc2ccc(I)cc2)cc1 (stereo not drawn),-18,2
COC(=O)c1ccc(NC(=O)CSc2cc(C)c3ccccc3n2)cc1,-2,11
C[C@@H]1CN([C@@H](C)CO)C(=O)c2cc(NC(=O)CCCN(C)C)ccc2O[C@H]1CN(C)S(=O)(=O)c1cccs1,1,.
O=C(CSc1nnc2scc(-c3ccccc3)n12)c1ccc2c(c1)OCCO2,.,-1
CCc1c(C)sc(NC(=S)Nc2cc(OC)c(Cl)cc2OC)c1C(=O)OC,7,0
COc1ccc(S(=O)(=O)Nc2ccc3c(c2)CC(=O)N([C@@H](C)CO)C[C@H](C)[C@H](CN(C)S(=O)(=O)c2ccc(F)cc2)O3)cc1,.,1
O=C(CCN1C(=O)c2ccccc2C1=O)Nc1ccc(-c2nc3ccccc3o2)cc1,34,0

# The listing continues:
SMILES,p53 PUMA act,STK33 kin inh
CCOC(=O)N(C)C[C@H]1OCc2cn(nn2)CCCC(=O)N([C@@H](C)CO)C[C@@H]1C,.,3
CC(=O)Nc1cccc(-n2nnc(SCC(=O)c3ccccc3)n2)c1,46,.
Cc1c(NC(=O)CCN2C(=O)c3ccccc3C2=O)cccc1C(=O)O,1,-3
COc1ccccc1C#Cc1ccc2c(c1)O[C@H](CN(C)Cc1cncnc1)[C@H](C)CN([C@H](C)CO)S2(=O)=O,-20,.
C[C@@H]1CN([C@@H](C)CO)C(=O)CCCn2cc(nn2)CO[C@@H]1CN(C)Cc1ccc2c(c1)OCO2,7,-2
Cc1noc(C)c1S(=O)(=O)Nc1ccc2c(c1)C(=O)N([C@H](C)CO)C[C@H](C)[C@@H](CN(C)C(=O)NC1CCCCC1)OCCCC[C@@H](C)O2,.,2
Cc1cc2nc(Nc3nc4ccccc4c(=O)[nH]3)nc(C)c2cc1C,30,-1
COCCCNC(=O)[C@@]1(Cc2ccccc2N=[N+]=[N-])N=C(c2ccc(OCCCO)cc2)O[C@H]1c1ccccc1,.,-9
C=C1C(=O)O[C@@H]2[C@H]1[C@H](O)C[C@]1(C)[C@@H](O)CC=C(C)[C@@H]21,-5,-2
C[C@@H]1CN([C@@H](C)CO)C(=O)c2cc(NC(=O)CCCN(C)C)ccc2O[C@@H]1CN(C)C(=O)NC1CCCCC1,3,.
Cc1cccc(OCC(=O)Nc2cccc(-c3nc4cc(Cl)ccc4o3)c2C)c1,7,-5
CC(C)NC(=O)Nc1ccc2c(c1)C(=O)N([C@H](C)CO)C[C@H](C)[C@H](CN(C)C(=O)C1CCCCC1)OCCCC[C@H](C)O2,-5,.
COc1cc(C(F)(F)F)nc2ccc(C#CCOC(=O)Nc3ccccc3)cc12,17,.
CNC[C@H]1Oc2ccc(NC(=O)Nc3ccc4c(c3)OCO4)cc2CC(=O)N([C@H](C)CO)C[C@H]1C,-2,-1
COc1ccccc1NC(=O)N(C)C[C@@H]1OCc2cn(nn2)CCCC(=O)N([C@@H](C)CO)C[C@H]1C,17,-3
COc1ccc(NC(=O)Cn2cnc3sc4c(c3c2=O)CCC(C)C4)cc1 (stereo not drawn),-17,1
CNC[C@H]1Oc2ccc(NS(=O)(=O)c3ccc(C)cc3)cc2C(=O)N([C@@H](C)CO)C[C@H]1C,.,0
C[C@@H]1CN([C@H](C)CO)C(=O)Cc2cc(NC(=O)Nc3ccc(C(F)(F)F)cc3)ccc2O[C@H]1CN(C)C,.,-1
C[C@@H]1CCCCO[C@H](CN(C)S(=O)(=O)c2ccccc2)[C@H](C)CN([C@@H](C)CO)C(=O)c2cc(N(C)C)ccc2O1,-5,.
C[C@@H]1CN([C@@H](C)CO)C(=O)c2cc(NS(=O)(=O)c3ccccc3)ccc2O[C@H]1CN(C)C(=O)Nc1cccc2ccccc12,2,.
O=C(CSc1ncn(-c2ccccc2)n1)Nc1ccc(Cl)cc1Cl,-5,1
CC(C)NS(=O)(=O)c1ccc(N2C(=O)CC3(CCCC3)C2=O)c(Cl)c1,7,.
CNC[C@@H]1Oc2ncc(-c3cccc(F)c3)cc2C(=O)N([C@H](C)CO)C[C@@H]1C,.,-2
C[C@H](CO)N1C[C@H](C)[C@H](CN(C)C)Oc2ccc(NC(=O)c3ccncc3)cc2C1=O,-5,.
O=C(CSc1nnc(-c2cccc3ccccc23)n1-c1ccccc1)NC1CC1,-11,-5

# Among those listed so far, these have a Cl atom.
SMILES,p53 PUMA act,STK33 kin inh
COc1c(S(=O)(=O)NCC2CCCO2)ccc(Cl)c1Cl (stereo not drawn),3,3
COc1ccc(NC(=O)COc2c(Cl)c(C)c(Cl)c(C)c2Cl)cc1[N+](=O)[O-],-1,2
C=CCSc1nccc(-c2sc3ccc(Cl)cc3c2C)n1,22,.
O=C(c1ccccc1Cl)n1nc(-c2ccccc2)nc1NCc1ccco1,26,5
CCOc1ccc(NC(=O)CSc2nnc(-c3ccc(Cl)cc3)n2C)cc1,3,1
Cc1cccc(NC(=O)CSc2nnc(-c3ccc(Cl)cc3)n2-c2cccc(C)c2)c1,-81,8
COc1ccc(Cl)cc1Nc1nc(N)nc(-c2cc3ccccc3o2)n1,1,-1
CCc1c(C)sc(NC(=S)Nc2cc(OC)c(Cl)cc2OC)c1C(=O)OC,7,0
Cc1cccc(OCC(=O)Nc2cccc(-c3nc4cc(Cl)ccc4o3)c2C)c1,7,-5
O=C(CSc1ncn(-c2ccccc2)n1)Nc1ccc(Cl)cc1Cl,-5,1
CC(C)NS(=O)(=O)c1ccc(N2C(=O)CC3(CCCC3)C2=O)c(Cl)c1,7,.

# Next records follow:
SMILES,p53 PUMA act,STK33 kin inh
COc1ccc(OC)c(C(C)NC(=O)Nc2cccc(C(C)=O)c2)c1 (stereo not drawn),7,-1
COc1ccc(-c2cnc3c(c2)C(=O)N([C@H](C)CO)C[C@H](C)[C@H](CN(C)S(=O)(=O)c2cccc(OC)c2)O3)cc1,.,-1
C[C@@H]1CN([C@H](C)CO)C(=O)Cc2cc(NC(=O)Nc3ccccc3)ccc2O[C@H]1CN(C)Cc1ccncc1,5,-2
Cc1cc(O)c(C=O)c(O)c1C(=O)O,.,2
Cc1noc(C)c1NC(=O)Nc1cccc2c1O[C@H](CN(C)S(=O)(=O)c1cn(C)cn1)[C@H](C)CN([C@@H](C)CO)C2=O,-7,.
COc1ccc(-c2nnc(SCC(=O)O)n2-c2cccc(C(F)(F)F)c2)cc1OC,6,1
CCOC(=O)c1c(-c2ccc(C)cc2)csc1NC(=O)c1cccc(OC(C)=O)c1,-5,-7
NC(=O)CN(c1ccccc1)S(=O)(=O)c1ccc(F)cc1,-11,0
COCC(=O)Nc1ccc2c(c1)[C@@H]1C[C@H](CC(=O)NCC(F)(F)F)O[C@H](CO)[C@@H]1O2,7,.
CCCC#Cc1ccc2c(c1)O[C@@H](CN(C)Cc1ccccn1)[C@@H](C)CN([C@@H](C)CO)S2(=O)=O,-16,.
COc1cccc(NC(=O)CSc2nncn2C)c1,-4,-2
Cc1ccc(S(=O)(=O)N(C)C[C@@H]2Oc3ccc(NC(=O)Nc4cccc5ccccc45)cc3C(=O)N([C@H](C)CO)C[C@@H]2C)cc1,.,2
COc1ccc(N(CC(=O)N2CCOCC2)S(C)(=O)=O)c(OC)c1,6,0
COc1ccc(CN(C)C[C@@H]2Oc3c(NS(=O)(=O)c4cccs4)cccc3C(=O)N([C@H](C)CO)C[C@@H]2C)cc1,-2,.
C[C@@H]1CCCCO[C@H](CN(C)C(=O)Nc2ccc(F)cc2)[C@@H](C)CN([C@H](C)CO)C(=O)c2cc(NC(=O)NC3CCCCC3)ccc2O1,.,1
COC(=O)c1ccccc1NC(=O)c1nc(S(=O)(=O)Cc2ccccc2)ncc1Cl,19,.

# Screens: PubChem BioAssay, Broad Institute
